XBP1 UPR activ: activators of adaptive arm of unfolded protein response (XBP1); 330,000 tested, 0.33% active; CHO-XBP1 luciferase reporter, IRE1-XBP1 UPR activation, luminescence; percent of tunicamycin response, DMSO as zero; activation, % at 20 µM; AID 463104;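 active means versus positive control, 20 µM dose yields 30% or more activation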;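 further: 100% = tunicamycin at 10 µg/mL and 0% = DMSO only wells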
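Assay system: IRE1-XBP1 luciferase reporter CHO line. Input: 1000 cells/well. Buffer or medium: F12 with 10% serum. Doses: 20 µM, 1% DMSO. Times: overnight seeding at 37 °C, 6 h compound treatment at 37 °C. Technique: Steady-Glo luciferase glow luminescence, 10 min after reagent addition.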
Mdm2-MdmX inh: human Mdm2/MdmX binding inhibition; O15151+Q00987; 330,000 tested, 3% active; SaOS-2 split-luciferase Mdm2/MdmX complementation, luminescence; inhibition, % at 8 µM;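 active means inhibition of at least 50% at 8 µM in the primary screen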
EBI2 antag: EBI2 (human) antagonism; AID 651636; EBI2 beta-arrestin recruitment, luminescence, 7a,25-OHC stimulated; 360,000 tested, 0.81% active; P32249; inhibition, % at 5 µM; in the data active means inhibition above about 38%;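 further: enzyme fragment complementation signal reports receptor beta-arrestin coupling in cells; 0% = agonist plus DMSO wells and 100% = wells without agonist; some results beyond the cut were filed as inactive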
Target sequence (P32249 whole entry, looked up, the tested form may be a part): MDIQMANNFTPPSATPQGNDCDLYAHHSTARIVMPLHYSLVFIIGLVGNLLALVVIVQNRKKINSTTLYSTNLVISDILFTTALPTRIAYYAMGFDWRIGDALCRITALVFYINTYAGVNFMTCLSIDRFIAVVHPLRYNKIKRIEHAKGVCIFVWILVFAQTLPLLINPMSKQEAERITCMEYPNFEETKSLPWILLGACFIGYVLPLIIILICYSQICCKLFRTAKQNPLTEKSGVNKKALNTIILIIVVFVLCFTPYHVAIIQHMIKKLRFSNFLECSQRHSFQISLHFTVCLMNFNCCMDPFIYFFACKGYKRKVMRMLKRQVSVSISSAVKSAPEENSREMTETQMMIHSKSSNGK
tim23-1 inh: growth inhibitors of tim23-1 mutant yeast | S. cerevisiae tim23-1 growth, BacTiter-Glo luminescence, 24 h | inhibition, % at 20 µM | 330,000 tested, 1.3% active | AID 463212;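 active means growth inhibition of the mutant yeast at or above 50%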;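 further: temperature-sensitive mutant grown at 25 °C; plate controls were DMSO-treated mutant yeast for no effect and medium wells lacking yeast for full effect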
CXCR6 inh: CXCR6 (human) receptor inhibition | AID 602244 | CHO-K1 PathHunter CXCR6 beta-arrestin, luminescence | 360,000 tested, 0.36% active | inhibition, % at 20 µM | O00574; in the data active means inhibition above about 34%, passing the limit was not always enough;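 further: antagonist mode with CXCL16 agonist at 10 nM final; 0% = 10 nM CXCL16 with DMSO and 100% = unstimulated wells without agonist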
Target sequence (O00574 whole entry, looked up): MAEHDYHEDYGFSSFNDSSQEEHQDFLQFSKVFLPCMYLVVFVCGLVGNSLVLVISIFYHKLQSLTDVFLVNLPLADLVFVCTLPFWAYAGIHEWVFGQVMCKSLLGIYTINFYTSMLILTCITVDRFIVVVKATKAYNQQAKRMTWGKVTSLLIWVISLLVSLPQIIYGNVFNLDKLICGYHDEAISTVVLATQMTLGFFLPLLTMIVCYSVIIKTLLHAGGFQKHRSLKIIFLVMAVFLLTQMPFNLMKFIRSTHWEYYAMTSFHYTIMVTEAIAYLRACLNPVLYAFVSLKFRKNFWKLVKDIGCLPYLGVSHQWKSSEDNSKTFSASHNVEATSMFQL
APJ agonist: agonists of human APJ apelin receptor; P35414; activation, % at 20 µM; 330,000 tested, 0.11% active; CHO-K1 APJ PathHunter beta-arrestin, luminescence; 0% DMSO wells, 100% apelin;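 active means activation more than six SD over the plate average, tested at 20 µM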;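 further: 0% = DMSO alone and 100% = apelin-13 at 10 nM; some results filed as inactive read as strong as hits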
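Material: CHO-K1 APJ beta-arrestin complementation cell line; Input: cell density 1000 per well; Incubation: compound stimulation 90 min at 25 °C, detection 60 min; Signal: luminescence from split beta-galactosidase complementation, Galacton Star/Emerald II substrate; Controls: DMSO-only wells as negative, 10 nM Apelin-13 as positive control.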
APJ antagonist: blocks the human apelin receptor APJ; P35414; CHO-K1 APJ beta-arrestin complementation, luminescence; inhibition, % at 20 µM; 330,000 tested, 0.32% active;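 active means inhibition above about 40% at 20 µM, limit read from the data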;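 further: cells challenged with 10 nM apelin-13 agonist together with compound; plate controls were apelin-13 plus DMSO wells for no effect and DMSO wells lacking apelin-13 for full effect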
CHOP UPR activ: activators of apoptotic arm of unfolded protein response (CHOP) | CHO-CHOP luciferase reporter, UPR activation, luminescence; percent of tunicamycin response over DMSO baseline | activation, % at 10 µM | 330,000 tested, 0.34% active;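 active means at 10 µM dose, activation of 40% or more, normalized to positive control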;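 further: 100% = tunicamycin at 10 µg/mL and 0% = DMSO alone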
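measured by = luciferase luminescence | assay system = CHO-CHOP cells, stable luciferase reporter of PERK-eIF2a-CHOP signalling | amount = 500 reporter cells seeded per well | timing = 6 h compound exposure at 37 °C after overnight seeding | controls = positive tunicamycin 10 µg/mL, negative DMSO alone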
CCR6 antagonist: CCR6 (human) receptor antagonism | CHO-K1 CCR6 PathHunter beta-arrestin, luminescence, CCL20-stimulated | inhibition, % at 20 µM | 340,000 tested, 0.49% active | AID 493098;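 active means compounds whose inhibition of the agonist-driven luminescence signal at 20 µM reaches about 50%, limit read from the data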;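 further: cells stimulated with CCL20 at 14 nM final; plate controls were DMSO with CCL20 for no effect and DMSO without agonist for full effect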
Target sequence (P51684 whole entry, looked up): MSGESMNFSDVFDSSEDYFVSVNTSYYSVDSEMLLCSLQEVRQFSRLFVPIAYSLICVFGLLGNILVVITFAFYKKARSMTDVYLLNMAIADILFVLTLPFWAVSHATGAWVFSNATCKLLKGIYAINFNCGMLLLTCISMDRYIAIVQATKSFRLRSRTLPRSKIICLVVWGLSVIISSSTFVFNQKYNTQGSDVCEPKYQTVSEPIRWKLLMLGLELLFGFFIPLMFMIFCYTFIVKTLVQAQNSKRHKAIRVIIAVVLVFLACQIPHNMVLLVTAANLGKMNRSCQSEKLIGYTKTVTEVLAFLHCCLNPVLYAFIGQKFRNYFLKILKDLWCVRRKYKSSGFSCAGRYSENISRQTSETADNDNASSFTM
The depositor's hits bear a star; nt = no result given. Some of the compounds tested; count on the stated rates, not on these rows.

SMILES	XBP1 UPR activ	Mdm2-MdmX inh	EBI2 antag	tim23-1 inh	CXCR6 inh	APJ agonist	APJ antagonist	CHOP UPR activ	CCR6 antagonist
COc1ccc(CN(C(=O)CNC(=O)c2ccco2)C(C(=O)NCC2CCCO2)c2ccc(OC)c(OC)c2)cc1 (configuration not stated)	-0.9	14.0	-2.8	5.6	0.5	-1.9	3.8	0.8	15.4
CCOC(=O)N1CCN(C(=O)CSc2nc3ccccc3c(=O)n2-c2ccccc2)CC1	-6.4	-5.1	-1.8	-1.0	9.7	2.0	4.4	-3.1	6.3
CCOCCn1c(CN2CCN(CCO)CC2)nc2c1c(=O)n(C)c(=O)n2C	2.0	7.3	-1.9	-23.2	-8.7	-4.0	21.5	1.5	-0.1
Cc1nn(Cc2c(Cl)cccc2Cl)c(C)c1NC(=O)CCCn1nc(C)c([N+](=O)[O-])c1C	-0.7	26.5	-7.2	-40.3	-3.0	-2.2	-1.5	0.9	-4.5
Cc1ccc(CN2CCN(C(=O)c3ccncc3)CC2)cc1	-0.2	4.8	1.2	-1.4	3.0	-1.5	15.0	0.4	-1.3
CCOc1ccc(CN(C)C(=O)CCNC(=O)c2ccco2)cc1	0.4	0.6	-0.5	0.6	-1.6	-4.8	-5.4	-1.0	3.9
CC1CN(C(=S)Nc2cccc(Cl)c2)CC(C)O1 (configuration not stated)	-4.6	21.5	-2.0	9.6	3.6	-2.2	-3.8	0.3	-2.9
Cc1ccc(S(=O)(=O)N2CCC(C(=O)OCC(=O)N(CC(C)C)C3CCS(=O)(=O)C3)CC2)cc1C (configuration not stated)	-1.9	22.4	-5.9	-6.8	-0.7	-0.1	8.7	-3.4	3.7
CC(=O)C1=C(C)OC(N)=C(C#N)C1c1ccco1 (configuration not stated)	-0.4	-16.8	-2.4	17.4	-3.2	10.7	0.4	0.9	1.7
O=C(COc1ccc(S(=O)(=O)NC2CCCCC2)cc1)NCC1CCCO1 (configuration not stated)	-2.7	-2.8	2.8	5.3	9.0	0.8	11.4	-1.3	6.2
O=C(/C=C/c1cccc(Cl)c1Cl)OCC(=O)N1CCOCC1	1.5	37.3	-9.6	26.9	0.6	6.3	6.7	2.5	-5.4
Cc1cc(C(C#N)c2cccc(Cl)c2)n2ncnc2n1 (configuration not stated)	-5.4	23.8	9.5	-19.0	-1.5	-5.5	28.0	-2.3	8.2
CC(CCc1ccc(O)cc1)NC1c2ccccc2-c2ccccc21 (configuration not stated)	3.7	3.1	-3.4	0.5	0.8	-0.5	-11.6	2.8	3.7
CCOc1ccc(C(C)(N)C(=O)O)cc1 (configuration not stated)	-3.8	20.2	5.3	10.4	-14.7	-3.1	1.5	-2.6	-3.8
C=CCOc1ccc(C2C3=C(CCCC3=O)N(CC(=O)O)C3=C2C(=O)CCC3)cc1OCC	-2.3	-9.0	-5.7	-15.7	1.8	1.4	-1.3	0.0	1.4
CN(c1ccc(C(=O)NCc2ccccc2)cc1)S(C)(=O)=O	-1.1	-22.9	8.0	4.1	-5.2	5.0	16.2	0.4	-4.5
Cc1nnc(-c2ccc(Cl)cc2)[nH]c1=O	-1.7	-1.5	-4.7	-5.5	-6.0	-2.1	10.4	-2.1	-6.0
CCOc1ccc(OCCN(C)Cc2ccccc2)cc1	-0.2	12.5	5.2	-12.5	-3.0	-1.5	1.3	1.3	3.2
CCN(CC)C(=O)c1sc(NC(=O)c2ccc(C)c([N+](=O)[O-])c2)c(C#N)c1C	-3.5	22.5	-10.1	4.4	-7.7	-3.5	12.3	-0.1	3.7
CCc1cc(CNC(=O)CC2C(=O)NCCN2CC2CCCCC2)on1 (configuration not stated)	-0.3	8.9	-15.6	1.9	-2.4	-3.6	-4.1	0.9	2.0
CCOCCCn1c(SCC(=O)Nc2oc(C)c3c(C)n[nH]c(=O)c23)nnc1-c1ccncc1	-3.6	4.8	1.6	0.7	-7.5	-3.2	-3.1	0.8	10.3
COc1ccc(C(=O)Oc2cc(OC)cc(OC)c2C(C)=O)cc1	-4.5	-4.9	5.2	6.9	-2.6	-6.7	6.6	-2.0	-1.3
Cc1cccc(OCc2n[nH]c(=S)n2-c2ccccc2)c1	0.7	-5.4	-3.6	-0.2	-1.9	0.7	-5.3	0.8	8.4
Cc1c(C(=O)OCC2CCCO2)[nH]c2c1C(=O)CC(c1ccco1)C2 (configuration not stated)	2.2	38.5	-9.2	5.8	-3.8	1.5	6.6	-2.0	20.4
Cc1cc(C)nc(NNS(=O)(=O)c2ccc(Cl)cc2)n1	-0.7	4.7	7.0	3.6	26.2	-17.2	75.3*	-1.4	53.4*
NS(=O)(=O)c1cccc(NC(=O)COC(=O)c2cc(Cl)ccc2[N+](=O)[O-])c1	0.2	10.0	-2.2	8.3	-9.7	9.6	-44.8	-1.4	2.7
CCN1CCN(c2cc(C)c3cc(NC(=S)N4CCCCC4)ccc3n2)CC1	4.3	36.9	6.2	13.7	8.6	-1.5	-10.4	4.0	30.1
N/C(=N\OC(=O)c1cccs1)c1cccnc1	4.3	-18.0	1.3	5.2	-11.0	9.6	-44.2	5.3	-21.8
Cn1c(C(=O)NCc2ccccn2)cc2c(=O)n(C)c3ccccc3c21	1.9	-8.1	-10.9	19.5	-8.3	-1.7	6.3	-0.4	12.8
CC(=O)Nc1ccc(S(=O)(=O)NCCC(=O)NCCCc2ccccc2)cc1	-0.2	19.3	-2.4	-19.3	-7.3	-2.1	-8.9	-0.2	0.8
CCN(C1CCCCC1)S(=O)(=O)c1cc2c3c(c1)CCN3C(=O)CC2	4.2	45.5	-0.6	20.2	3.0	-2.6	-0.5	1.7	15.4
O=C(CN(Cc1ccc(F)cc1)C(=O)c1csnn1)NCc1ccc2c(c1)OCO2	-3.5	2.9	-6.9	11.0	5.1	-3.8	-7.4	0.5	1.0
C/C(=C\C(=O)c1sccc1Cl)N(C)C	0.8	1.6	-2.0	-2.5	-9.4	-1.2	10.1	-0.1	-4.0
O=C(/C=C/c1cccc(F)c1)N(c1ccccn1)C1CCCCC1	-1.4	-4.1	11.4	36.6	-13.1	-6.5	-0.7	-2.7	7.5
CC1CN(C2=N/C(=C/c3ccc4c(c3)OCO4)C(=O)N2)CC(C)O1 (configuration not stated)	-4.6	-33.4	-3.9	11.4	-5.3	0.4	-7.4	2.3	2.3
Cc1ccc(OCC(=O)Nc2ccc(N3CCN(C(=O)c4ccco4)CC3)cc2)cc1C	-1.6	25.0	36.8	8.8	4.4	0.9	12.2	-2.5	3.0
CCOC(=O)C1(CC2CCCCO2)CCN(Cc2ccc(OC)cc2F)CC1 (configuration not stated)	-1.3	9.5	1.0	13.3	9.2	-2.1	4.3	-2.3	11.4
O=C(NCCc1ccc(C(F)(F)F)cc1)C1CC(=O)N(c2ccc3c(c2)OCCO3)C1 (configuration not stated)	-2.1	1.3	-9.8	7.9	6.9	-3.4	-47.2	-2.3	9.9
CNC(=S)NC1CC2CCCC(C1)N2Cc1ccco1 (configuration not stated)	-5.0	0.3	-4.1	-15.2	-6.3	-0.6	-0.3	-1.3	4.5
COc1ccc(C2C(C(C)=O)=C(O)C(=O)N2Cc2ccccc2)c(OC)c1 (configuration not stated)	1.2	-24.0	-9.8	-5.9	-0.3	-0.3	-12.9	1.1	3.6
COc1ccc(-n2c(SCC(=O)Nc3ccccc3OC)nc(O)cc2=O)cc1	-3.2	-1.4	-7.7	9.8	-0.8	2.4	-2.8	-0.8	-7.7
Cc1ccc(Cc2c(C)c(C#N)c3[nH]c4ccccc4n3c2=O)cc1	4.6	65.4*	-4.7	32.1	-4.6	2.2	-12.4	-0.2	-5.8
O=C(NCc1nnc(SCC(=O)N2CCCC2)o1)c1c(F)cccc1F	-6.1	-8.7	2.8	4.1	3.0	0.7	-22.2	0.2	-0.3
CCOC(=O)C1CCCN(C(=O)Cn2sc3nc(C)cc(C)c3c2=O)C1 (configuration not stated)	-3.2	-18.0	-0.1	6.9	1.8	0.9	-2.7	16.8	67.0*
CCOC(=O)CNC(=O)c1sc2ncnc(N3CCc4ccccc4C3)c2c1C	-1.6	17.2	-1.6	50.8*	0.2	-1.1	12.8	0.4	4.0
CCCCOC(=O)c1ccc(N=Nc2c(C)c(C#N)c(O)[nH]c2=O)cc1	3.9	15.5	4.8	-5.1	25.2	-0.3	39.9	5.1	36.5
O=S1(=O)c2ccccc2OC(COCc2ccccc2)CN1Cc1ccccc1 (configuration not stated)	1.8	4.8	14.0	-14.1	-0.4	nt	nt	0.9	20.2
COc1ccccc1N1CCN(C(=O)C2CCN(C(=O)c3ccccc3Cl)CC2)CC1	-2.1	19.2	3.5	2.6	0.7	-4.2	-8.0	-1.2	1.5
O=C(O)CCCCCNC(=O)C(=O)C1C(=O)Nc2ccccc21 (configuration not stated)	-2.1	16.9	-5.1	-0.1	-12.9	-3.9	8.8	0.2	0.7
COc1ccc(S(=O)(=O)N2CCOCC2)cc1C(C)C	-0.4	-11.8	-0.4	26.3	2.7	-3.1	9.2	-1.6	-1.9
Cc1ccc(-c2c3c(nc4sc(C(N)=O)c(N)c24)CCC3)cc1	-4.1	55.6*	-6.0	36.5	-0.7	-6.5	8.3	0.0	3.7
CCN(CC(=O)Nc1c(F)cccc1F)C(=O)c1cc(S(=O)(=O)N(C)C)ccc1N1CCCC1	-4.3	-27.5	0.9	17.3	-1.0	4.0	-45.8	1.9	11.9
Cc1c(Cl)cccc1NC(=O)NCCCN1CCCC1=O	-0.3	-3.0	7.3	9.1	-1.5	5.7	0.6	-0.5	-7.2
CC(=O)Nc1ccc(NC(=O)COC(=O)c2cc([N+](=O)[O-])ccc2N2CCOCC2)cc1	1.5	12.4	2.5	-1.2	1.0	9.5	9.4	0.9	19.0
CCOc1ccc(S(=O)(=O)N2CCC(C(=O)NCc3ccccc3CN3CCCC3)CC2)cc1	0.4	23.0	-11.7	3.8	5.5	-4.8	10.0	0.2	20.0
Cc1cccc(N2CCN(C(=O)CCN3C(=O)C4C5C=CC(C5)C4C3=O)CC2C)c1 (configuration not stated)	1.1	11.9	-10.8	-6.6	-7.0	-4.4	13.0	-1.0	-14.4

Filtered by structure: those above with a COOH group
SMILES	XBP1 UPR activ	Mdm2-MdmX inh	EBI2 antag	tim23-1 inh	CXCR6 inh	APJ agonist	APJ antagonist	CHOP UPR activ	CCR6 antagonist
CCOc1ccc(C(C)(N)C(=O)O)cc1 (configuration not stated)	-3.8	20.2	5.3	10.4	-14.7	-3.1	1.5	-2.6	-3.8
C=CCOc1ccc(C2C3=C(CCCC3=O)N(CC(=O)O)C3=C2C(=O)CCC3)cc1OCC	-2.3	-9.0	-5.7	-15.7	1.8	1.4	-1.3	0.0	1.4
O=C(O)CCCCCNC(=O)C(=O)C1C(=O)Nc2ccccc21 (configuration not stated)	-2.1	16.9	-5.1	-0.1	-12.9	-3.9	8.8	0.2	0.7
